# TMEM16A act – TMEM16A chloride channel activators or potentiators, primary screen, cell-based, HTS | Anoctamin-1 (Mus musculus), Q8BHY3 | HEK293 TMEM16A/YFP-H148Q/I152L, iodide quench fluorescence; active compounds read low | B-score at 10 µM | 340,000 compounds, 0.3% hits;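 active = fluorescence-ratio B-score plate-corrected deviation score at least 3 library SD below zero, with starting fluorescence score within 5 deviations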;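 also: channel opened by trigger with iodide after compound preincubation; score built on the fluorescence ratio of max minus min over baseline; more negative score means more quench and so TMEM16A activation or potentiation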
# Target sequence (Q8BHY3 whole entry, looked up): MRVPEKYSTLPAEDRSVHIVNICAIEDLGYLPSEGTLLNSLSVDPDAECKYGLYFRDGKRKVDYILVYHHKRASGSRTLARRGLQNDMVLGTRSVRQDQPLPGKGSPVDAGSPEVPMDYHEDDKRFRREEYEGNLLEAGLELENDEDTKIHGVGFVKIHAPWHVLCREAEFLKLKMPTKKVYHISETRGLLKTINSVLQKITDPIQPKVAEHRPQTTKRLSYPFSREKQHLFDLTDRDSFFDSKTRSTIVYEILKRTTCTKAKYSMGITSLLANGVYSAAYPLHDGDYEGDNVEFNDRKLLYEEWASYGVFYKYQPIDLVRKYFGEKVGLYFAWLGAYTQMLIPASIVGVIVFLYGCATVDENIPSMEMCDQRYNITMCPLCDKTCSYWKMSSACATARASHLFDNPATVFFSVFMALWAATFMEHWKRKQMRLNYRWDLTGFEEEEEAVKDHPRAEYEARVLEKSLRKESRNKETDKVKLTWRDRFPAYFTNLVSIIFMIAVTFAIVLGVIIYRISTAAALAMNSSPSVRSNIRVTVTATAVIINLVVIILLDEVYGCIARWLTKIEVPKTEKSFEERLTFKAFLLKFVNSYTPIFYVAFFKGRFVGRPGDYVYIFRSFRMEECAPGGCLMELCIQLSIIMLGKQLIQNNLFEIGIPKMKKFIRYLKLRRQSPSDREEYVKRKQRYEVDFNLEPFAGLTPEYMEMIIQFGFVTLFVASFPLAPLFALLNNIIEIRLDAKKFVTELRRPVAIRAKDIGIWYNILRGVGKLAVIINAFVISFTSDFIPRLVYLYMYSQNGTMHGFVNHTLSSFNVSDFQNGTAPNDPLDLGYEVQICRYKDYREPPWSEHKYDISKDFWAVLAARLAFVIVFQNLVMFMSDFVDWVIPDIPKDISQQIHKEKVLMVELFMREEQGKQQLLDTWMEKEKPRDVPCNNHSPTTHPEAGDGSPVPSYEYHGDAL
# TRPC6 inhibitor – mouse TRPC6 channel inhibitors, primary screen, cell-based, HEK293, membrane potential dye; B-score at 10 µM; 310,000 compounds, 1.1% hits; Short transient receptor potential channel 6 (Mus musculus), Q61143; ACh-evoked depolarization; active compounds read low;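 active = B-score under library mean minus 3 SD, initial fluorescence not abnormally high, positive integrated signal ratio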;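 also: B-score derived from integrated fluorescence ratio over the kinetic read; more negative B-score means stronger inhibition of depolarization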
# TRPC4 inh – inhibitors of mouse TRPC4 channel, primary screen, Fluo4 calcium, HEK293 TRPC4beta/mu-opioid cells; Short transient receptor potential channel 4 (Mus musculus), Q9QUQ5; DAMGO-evoked Fluo4 calcium flux; active compounds read low; B-score at 10 µM; 300,000 compounds, 0.39% hits; AID 2247, 2010;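 active = B-score over 3 SD under the library average, no early fluorescence shift, positive overall ratio signal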
#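 Test system – stable TRPC4beta/mu-opioid receptor HEK293 cells · Probe or stimulus – DAMGO, a submaximal dose followed by a maximal one · Dosing – one concentration per compound · Signal – Fluo4 calcium fluorescence by kinetic imaging, 5 s 1 Hz baseline · Evaluation – per-well B score of integrated baseline-normalized Fluo4 ratio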
# MrgX1 allo act – positive allosteric modulators of MrgX1, primary screen, HEK293 cells, Fluo-4 calcium flux | Mas-related G-protein coupled receptor member X1 (Homo sapiens), Q96LB2 | FDSS; active compounds read high | B-score at 10 µM | 310,000 compounds, 0.63% hits;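 active = plate-corrected calcium response at least 3 library SD above typical, normal starting fluorescence, not activating the receptor alone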;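 also: compound read alongside a low EC10 to EC30 dose of BAM8-22 agonist; peak minus trough fluorescence over baseline measured at the second addition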
# RGS4 inh – RGS4 inhibitors, primary screen, cell-based, HEK293 M3R inducible RGS4, calcium flux; AID 463165, 2010; 310,000 compounds, 0.45% hits; Regulator of G-protein signaling 4 (Homo sapiens), P49798; Fluo-4 calcium flux; active compounds read high; triggered by carbachol at its EC20; B-score at 10 µM;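 active = B-score, a plate-corrected calcium signal, over three deviations above library mean, with baseline fluorescence within five deviations of library mean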;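 also: RGS4 expression induced by doxycycline in cells with stable M3 receptor; B-score is computed from the integrated fluorescence ratio over baseline after carbachol; higher B-score means a larger calcium signal and so more RGS4 inhibition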
# ANO1 block – TMEM16A chloride channel inhibitors, primary screen, cell-based, HTS. 310,000 compounds, 1.2% hits. normalized B-score (activity score, 25-100; higher = stronger inhibition) at 10 µM. HEK293 TMEM16A/YFP iodide influx fluorescence, ionomycin. AID 588511, 2011;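 active = ratio plate-corrected score three or more library SD toward inhibition, starting fluorescence score within five deviations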;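 also: score derived from kinetic fluorescence span divided by baseline fluorescence per well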
# TRPC4 PAM – positive allosteric modulators of TRPC4, primary screen, cell-based, mouse TRPC4beta, HEK293 mu-opioid, Fluo-4 calcium; Short transient receptor potential channel 4 (Mus musculus), Q9QUQ5; DAMGO EC20, Fluo-4 Ca2+ flux; active compounds read high; B-score at 10 µM; 310,000 compounds, 0.42% hits;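 active = B-score of calcium response area above 5 SD of library B-scores, with initial fluorescence ratio within 5 SD of library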;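 also: B-score of integrated fluorescence ratio over time as area under calcium response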
# TRPC6 activator – mouse TRPC6 channel activators, primary screen, cell-based, HEK293, membrane potential dye. B-score at 10 µM. HEK293-TRPC6 membrane potential dye fluorescence; active compounds read high. 310,000 compounds, 0.13% hits. Short transient receptor potential channel 6 (Mus musculus), Q61143;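 active = B-score of the integrated fluorescence ratio above library mean plus 3 SD, and starting fluorescence ratio within library mean plus 5 SD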;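 also: higher score means more depolarization so channel activation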
# TRPC4 agonist – activators of mouse TRPC4 channel, primary screen, Fluo4 calcium, HEK293 TRPC4beta/mu-opioid cells | 310,000 compounds, 0.49% hits | B-score at 10 µM | Short transient receptor potential channel 4 (Mus musculus), Q9QUQ5 | Fluo4 calcium fluorescence; active compounds read high | AID 2237, 2010;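 active = B-score above 5 SD of library B-scores, and initial fluorescence ratio not above library mean plus 5 SD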;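 also: positive B-score marks a calcium rise read as TRPC4 activation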
#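 Technique: kinetic Fluo4 calcium fluorescence; Test system: TRPC4beta and mu-opioid receptor HEK293 stable cells; Measure: B-scored integrated calcium fluorescence ratio; Benchmarks: low control buffer alone, high control maximal DAMGO; Schedule: 45 min room-temperature Fluo4 loading, 110 s read.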
# MrgX1 antagonist – antagonists of human MrgX1 receptor, primary screen, HEK293 cells, Fluo-4 calcium flux | B-score at 10 µM | Mas-related G-protein coupled receptor member X1 (Homo sapiens), Q96LB2 | 310,000 compounds, 1.3% hits | BAM8-22 antagonism; active compounds read low;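 active = calcium-response B-score plate-corrected more than 3 library SD below zero, starting fluorescence within 5 deviations, no agonist response on first addition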;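 also: peak minus trough fluorescence over baseline after final BAM8-22 challenge near maximal dose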
# MrgX1 ag – agonists of human MrgX1 receptor, primary screen, HEK293 cells, Fluo-4 calcium flux; Mas-related G-protein coupled receptor member X1 (Homo sapiens), Q96LB2; Fluo-4 calcium fluorescence, agonist mode; active compounds read high; B-score at 10 µM; 310,000 compounds, 0.44% hits; AID 588627, 2011;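 active = calcium response B-score plate-corrected fluorescence ratio at least 3 library SD, with starting fluorescence B-score inside 5 SD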
#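 times = overnight plating, then 30 min 37 °C plus 30 min room-temperature dye loading | assay system = stable human MrgX1 HEK293 cell line | input = fifteen thousand cells per well | signal = kinetic calcium dye fluorescence, Fluo-4 NW | dosing = compound delivered in addition one of three | read-out = B-scored fluorescence response ratio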
# An asterisk follows results filed as active; i = inactive; / = no result given.
SMILES,TMEM16A act,TRPC6 inhibitor,TRPC4 inh,MrgX1 allo act,RGS4 inh,ANO1 block,TRPC4 PAM,TRPC6 activator,TRPC4 agonist,MrgX1 antagonist,MrgX1 ag
COCCCNC(=S)NC1CC2CCC(C1)N2Cc1ccccc1 (configuration not stated),i,i,i,i,i,i,i,i,i,i,i
CC1SC(C)C(=O)N(CC(=O)Nc2ccc3c(c2)OCO3)C1=O (configuration not stated),i,i,i,i,i,i,i,i,i,i,i
COC(=O)c1ccc(NC(=O)c2ccccc2)o1,i,i,i,i,i,i,i,i,i,i,i
CCc1cccc(CC)c1NC(=O)COC(=O)c1ccccc1-c1nc2ccccc2s1,i,i,i,i,i,i,i,i,i,i,i
CSc1cccc(NC(=S)N2CCCN(Cc3ccccc3F)C2)c1,i,i,i,i,i,i,i,i,i,i,i
Cc1ccc(/C(N)=N/OC(=O)c2ccc(F)cc2)cc1,i,i,i,i,i,i,i,i,i,i,i
O=S1(=O)CCC(NC(=S)N2CCCCCC2)C1 (configuration not stated),i,i,i,i,i,i,i,i,i,i,i
NS(=O)(=O)c1ccc(CCNCC(=O)NCc2ccccc2Cl)cc1,/,i,i,i,i,i,i,i,i,i,i
Cn1c(=O)[nH]c(=O)c2c1nc(N1CCOCC1)n2CC(O)COc1ccccc1 (configuration not stated),i,i,i,i,i,i,i,i,i,i,i
COc1ccc(Cl)cc1NC(=O)Nc1cc(C)on1,i,i,i,i,i,i,i,i,i,i,i
CCO[C@@H]1OC(C(=O)N2CCN(Cc3ccccc3)CC2)=C[C@H](c2csc3ccccc23)[C@H]1CCCO,i,i,i,i,i,i,i,i,i,i,i
O=C(C1COc2ccccc2O1)N1CCN(S(=O)(=O)c2ccccc2)CC1 (configuration not stated),i,i,i,i,i,i,i,i,i,i,i
Cc1ccc(C(=O)NCCNc2ccc([N+](=O)[O-])cc2C(F)(F)F)cc1,i,i,i,i,i,i,i,i,i,i,i
CN1CCN(c2c(/C=N/O)c3ccccc3n2C)CC1,i,i,i,i,i,i,i,i,i,i,i
COCCNC(=O)CCCN1C(=O)c2ccccc2Sc2ncccc21,i,i,i,i,i,i,i,i,i,i,i
O=C(CNc1ccccc1F)Nc1cccc2ccccc12,i,i,i,i,i,i,i,i,i,i,i
Cc1ccc(CNC(=O)CN(C(=O)C2(C)CC(=O)N=C3C=CC=CN32)c2ccc(F)cc2)cc1 (configuration not stated),i,i,i,i,i,i,i,i,i,i,i
O=C1c2ccccc2NC(c2ccccc2O)N1c1ccc(F)cc1 (configuration not stated),i,i,i,i,i,i,i,i,i,i,i
O=Cc1sc(Nc2ccccc2)nc1Cl,i,i,i,i,i,i,i,i,i,i,i
CCC(C)Nc1nc2ccccc2n2c(C)nnc12 (configuration not stated),i,i,i,i,i,i,i,i,i,i,i
CC(C)CC(=O)N1CCN(C(=O)c2ccc(F)cc2)CC1,i,i,i,i,i,i,i,i,i,i,i
Cc1cccc(NC(=O)c2cnc3scc(C)n3c2=O)c1,i,i,i,i,i,i,i,i,i,i,i
COc1ccc(-n2nc(C(=O)NCC(=O)N3CCCC3)c3ccccc3c2=O)cc1Cl,i,i,i,i,i,i,i,i,i,i,i
O=C(NCc1ccco1)c1cccc(Nc2nc3ccc(Br)cc3[nH]2)c1,i,i,i,i,i,i,i,i,i,i,i
CCOC(=O)N1c2ccccc2Sc2ccccc21,i,i,i,i,i,i,i,i,i,i,i
Cc1ccc(C)c(NC(=O)CCCCCCCCCCC2COCCO2)c1 (configuration not stated),i,i,i,i,i,i,i,i,i,i,i
O=C(Nc1ccccc1N1CCN(C(=O)c2ccc(Cl)cc2)CC1)c1ccc(Br)cc1,i,i,i,i,i,i,i,i,i,i,i
Cc1nc2ccccc2n1CC(O)COC1CCCCC1 (configuration not stated),i,i,i,i,i,i,i,i,i,i,i
COc1ccc(OC)c(-c2csc3nnc(SCC(=O)Nc4ccc(NC(C)=O)cc4)n23)c1,i,i,i,i,i,i,i,i,i,i,i
CCOC(=O)C1CCN(C(=O)Nc2ccc(NC(=O)C3CCN(C(=O)OCC)CC3)cc2)CC1,i,i,i,i,i,i,i,i,i,i,i
COC(=O)c1ccc2c(=O)[nH]c(CSc3nc(C)cs3)nc2c1,i,i,i,i,i,i,i,i,i,i,i
Cn1c(=O)c(Oc2cc(Cl)cc(Cl)c2)nc2ccccc21,i,i,i,i,i,i,i,i,i,i,i
Cc1cc(-c2nc(C)c(C(=O)NNS(=O)(=O)c3cccc(C(F)(F)F)c3)s2)no1,i,i,i,i,i,i,i,i,i,i,i
COc1ccc(O[C@H]2C=C[C@@H](c3ccccc3)O[C@@H]2COC(=O)CC/C(C)=N/O[C@@H](C)c2cc(-c3c(C)cc(C)cc3C)no2)cc1,/,i,i,/,i,/,i,i,i,/,/
COc1ccc(Cc2nc3ccc(C(=O)NCCn4cccn4)cc3o2)cc1,i,i,i,i,i,i,i,i,i,i,i
COc1ccc(NC(=O)Nc2nnc(Cc3ccc(F)cc3)s2)cc1,i,i,i,i,i,i,i,i,i,i,i
COc1ccccc1C(=O)Nc1nc(-c2cccs2)c(NC(C)=O)s1,i,i,i,i,i,i,i,i,i,i,i
O=C(NN1C(=O)C2C3C=CC(C4CC34)C2C1=O)c1ccccc1Cl (configuration not stated),i,i,i,i,i,i,i,i,i,i,i
Cc1ccc(-c2cc(C(F)(F)F)c(C#N)c(=O)[nH]2)cc1,i,i,i,i,i,i,i,i,i,i,i
COc1cc(C(=O)NCC(C)(C)CNC(=O)c2cc(OC)c(OC)c(OC)c2)cc(OC)c1OC,i,i,i,i,i,i,i,i,i,i,i
CCc1ccc(NC(=O)CSc2nc3ccsc3c(=O)n2CCC(=O)O)cc1,i,i,i,i,i,i,i,i,i,i,i
c1ccc(-n2cc(CNCCc3cscn3)c(-c3ccc4c(c3)OCO4)n2)cc1,i,i,i,i,i,i,i,i,46*,i,i
CCOC(=O)c1sc(NC(=O)CSc2nnc(-c3ccc(OC)cc3)n2CCOC)nc1C,i,i,i,i,i,i,i,i,i,i,i
O=C(/C=C/c1c(Cl)cccc1Cl)NCCc1ccccc1,i,i,i,i,i,i,i,i,i,i,i
CCOc1ccccc1NC(=O)COC(=O)CC(NC(N)=O)c1ccc(Cl)cc1 (configuration not stated),i,i,i,i,i,i,i,i,i,i,i
O=[N+]([O-])c1cc(-c2ccc(/C=N/c3nc4ccccn4c3-c3ccco3)o2)ccc1Cl,i,i,i,i,i,i,i,i,i,i,i
O=C(CCc1nc2ccccc2c(=O)[nH]1)Nc1ccc(F)c([N+](=O)[O-])c1,i,i,i,i,i,i,i,i,i,i,i
CCOc1cc(C(c2c(C)[nH][nH]c2=O)c2c(C)[nH][nH]c2=O)ccc1OS(=O)(=O)c1ccc(C)cc1,i,i,i,i,i,i,i,i,i,i,i
CCCN(CCO)CCCc1ccccc1,i,i,i,i,i,i,11*,i,i,i,i
O=C(NC(c1ccccc1)c1ccccc1)C1(c2cccs2)CCOCC1,i,i,i,i,i,i,i,i,i,i,i
Cc1cccc(Sc2c([N+](=O)[O-])ncn2C)c1,i,i,i,i,i,i,i,i,i,i,i
COc1ccc(C(O)(CCN2CCOCC2)c2ccccc2)cc1 (configuration not stated),i,i,i,i,i,i,i,i,i,i,i
COc1ccc(S(=O)(=O)NC2CCCC2)c(OC)c1,i,i,i,i,i,i,i,i,i,i,i
COc1cccc(OC)c1C(=O)N1CCN(Cc2ccccc2C)CC1,i,i,i,i,i,i,i,i,i,-4.6*,i
O=C(c1ccc(S(=O)(=O)Cc2cc(F)ccc2F)c([N+](=O)[O-])c1)N1CCCCC1,i,i,i,i,i,i,i,i,i,i,i
CN(CCNC(=O)C1CC(=O)N(c2ccc(F)c(Cl)c2)C1)Cc1ccccc1 (configuration not stated),i,i,i,i,i,i,i,i,i,i,i
Cc1ccc(NC(=O)Cn2ncc3c([nH]c4ccccc43)c2=O)cc1Cl,i,i,i,i,i,i,i,i,i,i,i
CCN1CCN(C(=O)/C(C#N)=C/c2ccc(OC(F)F)cc2)CC1,i,i,i,i,i,i,i,i,i,i,i
Cc1nn(-c2ccccc2)c(C)c1N,i,i,i,i,i,i,i,i,i,i,i
Cc1ccc(CNc2ccccc2C(=O)O)s1,i,i,i,i,i,i,i,i,i,i,i
# More entries:
SMILES,TMEM16A act,TRPC6 inhibitor,TRPC4 inh,MrgX1 allo act,RGS4 inh,ANO1 block,TRPC4 PAM,TRPC6 activator,TRPC4 agonist,MrgX1 antagonist,MrgX1 ag
COc1ccc(CNC(=S)Nc2ccc(-c3ccccc3)cc2)cc1,i,i,i,i,i,i,i,i,i,i,i
Cc1cc(NC(=O)c2ccc(C)c([N+](=O)[O-])c2)no1,i,i,i,i,i,i,i,i,i,i,i
CC(=O)Cc1nsc(NC(=O)c2ccc(-c3ccc(Cl)cc3Cl)o2)n1,i,i,i,i,i,i,i,i,i,i,i
CC(=O)C(C)Oc1ncn(-c2ccccc2)n1 (configuration not stated),i,i,i,i,i,i,i,i,i,i,i
CC(=O)Nc1ccc(S(=O)(=O)NCc2nc(-c3ccccc3C)no2)cc1,i,i,i,i,i,i,i,i,i,i,i
